Apaf1 inhib: blocks human Apaf-1 apoptosome activity | O14727 | reconstituted apoptosome caspase-3 activity, DEVD-Rh110 fluorescence | inhibition, % at 20 µM | 330,000 tested, 0.71% active; active = inhibition of at least 40% at 20 µM;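 also: plate controls were DMSO wells for no effect and DEVD-CHO caspase inhibitor wells for full effect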
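System: reconstituted apoptosome with Apaf-1, cytochrome c, caspase-9, procaspase-3, dATP; Signal: Rh110 fluorescence intensity; Schedule: 30 min compound preincubation, 50 min activation, room temperature; Reagent: cytochrome c trigger plus (Z-DEVD)2-Rh110 caspase-3 substrate.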
SENP8 block-1: blocks the human protease SENP8; AID 2540; purified SENP8, Z-RLRGG-aminoluciferin cleavage, luminescence; Q96LD8; inhibition, % at 10 µM; 330,000 tested, 1.2% active; in the data active = inhibition above about 50%
Target sequence (Q96LD8 whole entry, looked up): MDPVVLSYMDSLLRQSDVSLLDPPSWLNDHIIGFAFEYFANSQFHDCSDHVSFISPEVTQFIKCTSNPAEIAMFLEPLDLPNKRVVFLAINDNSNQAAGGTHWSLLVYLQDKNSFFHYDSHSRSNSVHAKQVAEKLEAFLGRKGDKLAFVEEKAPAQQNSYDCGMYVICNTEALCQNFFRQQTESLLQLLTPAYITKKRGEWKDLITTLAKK
SENP7 inh: blocks the human protease SENP7. recombinant SENP7, Z-RLRGG-aminoluciferin luminescence, 40 min. Q9BQF6. AID 434973. inhibition, % at 5 µM. 330,000 tested, 1.5% active;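 active = inhibition above about 50% at the single test dose, limit read from the data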;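 also: plate controls were DMSO with enzyme for no effect and no enzyme buffer wells for full effect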
SENP6 inh: inhibitors of human SENP6 protease. Q9GZR1. 330,000 tested, 1.8% active. inhibition, % at 10 µM. Recombinant SENP6 catalytic domain, aminoluciferin luminescence;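 active = inhibition above about 50% at the single tested dose, limit read from the data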;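 also: plate controls were DMSO wells with enzyme for no effect and DMSO wells lacking enzyme for full effect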
Target sequence (Q9GZR1 628-1112 limits assumed): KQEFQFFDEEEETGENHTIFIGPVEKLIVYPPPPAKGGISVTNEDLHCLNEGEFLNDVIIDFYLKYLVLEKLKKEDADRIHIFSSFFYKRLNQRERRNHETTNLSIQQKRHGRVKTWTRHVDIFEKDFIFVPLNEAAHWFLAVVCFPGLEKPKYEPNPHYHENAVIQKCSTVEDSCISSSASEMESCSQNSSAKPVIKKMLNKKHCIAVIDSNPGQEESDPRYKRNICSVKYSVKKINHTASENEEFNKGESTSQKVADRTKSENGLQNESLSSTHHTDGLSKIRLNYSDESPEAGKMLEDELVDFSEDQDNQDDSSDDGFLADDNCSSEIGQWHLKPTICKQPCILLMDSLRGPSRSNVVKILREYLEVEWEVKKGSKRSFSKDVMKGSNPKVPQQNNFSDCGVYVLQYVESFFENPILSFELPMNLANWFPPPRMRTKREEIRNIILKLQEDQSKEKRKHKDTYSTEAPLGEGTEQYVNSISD
UBC13 inh: blocks human UBC13 polyubiquitin chain formation. inhibition, % at 20 µM. 330,000 tested, 0.47% active. TR-FRET. P61088. AID 485273; in the data active = inhibition above about 45%, passing the limit was not always enough
SENP8 block-2: blocks human SENP8 cleavage of Nedd8 substrate; 360,000 tested, 0.64% active; AID 602440; recombinant SENP8, Nedd8 substrate fluorescence; inhibition, % at 20 µM; Q96LD8; in the data active = inhibition mostly above about 40%, no sharp cut-off; inactive = mostly below about 27%
APOBEC3G inh: blocks human APOBEC3G single-stranded DNA deamination; recombinant A3G, ssDNA deamination FAM/TAMRA fluorescence; inhibition, % at 20 µM; 330,000 tested, 0.28% active; AID 493012;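 active = inhibition of at least 40% at 20 µM, with no more than 30% in the related APOBEC3A deaminase screen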;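 also: plate controls were DMSO wells with A3G for no effect and wells lacking A3G enzyme for full effect; some compounds called inactive have numbers as strong as hits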
SENP1 inh: inhibitors of human SENP1 SUMO protease catalytic domain | Q9P0U3 | recombinant SENP1 catalytic domain, CyPet-SUMO1-YPet FRET cleavage | inhibition, % at 10 µM | 360,000 tested, 0.21% active | AID 624204;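 active = inhibition at least 30% at 10 µM, raw YFP signal under a set limit, fluorescence ratio 0.5 to 1.5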;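 also: 0% = enzyme with DMSO and 100% = no enzyme wells; some results filed as inactive read as strong as hits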
Target sequence (Q9P0U3 419-644 limits assumed): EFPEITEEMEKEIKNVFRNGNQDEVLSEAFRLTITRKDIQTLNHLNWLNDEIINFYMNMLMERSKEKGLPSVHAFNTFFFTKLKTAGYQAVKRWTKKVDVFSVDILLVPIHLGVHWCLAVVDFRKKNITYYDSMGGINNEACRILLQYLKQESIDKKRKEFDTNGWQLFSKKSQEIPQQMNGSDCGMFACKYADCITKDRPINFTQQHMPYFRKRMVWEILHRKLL
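Test system: recombinant human SENP1 catalytic domain, His6-tagged / Medium: pH 8 Tris buffer with EDTA, NaCl, BME, BSA, NP40, catalase / Also added: SUMO1 FRET substrate flanked by Cypet and Ypet, 25 nM / Times: 50 min reaction at room temperature / Signal: FRET, CFP and YFP emission / Control set: no-enzyme low control and enzyme-plus-DMSO high control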
Active calls of the source: *; nt = no result given. Rows are unselected; 3.6% or so of the library scored in one or more.

SMILES	SENP1 inh	Apaf1 inhib	SENP8 block-1	SENP7 inh	SENP8 block-2	APOBEC3G inh	SENP6 inh	UBC13 inh
CCCCCc1cc(=O)oc2c(C(CCN3CCN(c4ccccc4)CC3)c3ccc4c(c3)OCO4)c(OC)cc(OC)c12 (stereo unspecified)	2.1	25.2	-2.9	-0.6	-103.7	4.7	-3.6	15.9
CC(NS(=O)(=O)c1ccc(Br)cc1)C(c1cccs1)N1CCN(C)CC1 (stereo unspecified)	1.9	-0.1	-3.2	1.0	1.3	2.2	-20.6	1.6
CN(Cc1nc(-c2cnccn2)no1)CC1(c2ccccc2)CC1(C)C (stereo unspecified)	-0.4	-7.1	5.5	5.9	-13.7	-6.8	6.1	1.6
CC1CN(C(=O)Cn2cc(SCC(=O)N3CCOCC3)c3ccccc32)CC(C)O1 (stereo unspecified)	0.9	4.8	-14.3	-17.4	4.4	-5.0	1.7	0.4
CN(C(=O)c1cccc([N+](=O)[O-])c1)c1ccccc1C(=O)NCc1ccccc1	0.9	-4.9	2.9	-0.5	-0.2	-7.0	-9.9	5.1
COc1ccc(CCNc2cc(N3CCN(C(=O)c4ccccc4OC)CC3)ccc2[N+](=O)[O-])cc1OC	2.2	1.7	-3.4	0.6	26.8	-1.6	-18.0	-24.0
C[C@@H](NC(=O)c1nc[nH]c1C(=O)NCC(=O)OCc1ccccc1)c1ccccc1	-0.6	9.6	-3.9	-4.5	4.9	-10.8	-14.5	15.2
COc1cccc(CN2CCN(C(=O)c3cc(-c4ccccn4)nc4ccc(Cl)cc34)CC2)c1	-12.7	11.5	-6.3	-11.3	-8.3	-12.0	-14.5	-21.0
O=C(CCS(=O)(=O)c1ccc(F)cc1)Nc1ccc(N2CCN(Cc3ccccc3)CC2)cc1	1.1	1.8	0.3	7.9	-1.7	-3.5	-21.9	0.7
CCC(OC(=O)C(NC(=O)c1ccccc1)c1ccccc1)C(=O)Nc1cc(C)on1 (stereo unspecified)	4.4	0.5	4.8	2.7	11.8	-3.0	10.2	0.1
Cc1nc(CC(=O)NNS(=O)(=O)c2ccc(F)c(Cl)c2)cs1	3.1	-12.2	1.0	3.3	8.7	-7.1	-8.8	11.6
CCOc1ccc(NC(=O)CN(C)C(=O)CCNC(=O)c2ccc(Br)cc2)cc1OCC	-0.1	9.7	3.4	1.3	8.9	-11.4	-1.8	1.3
Cc1csc(NC(=O)c2cc3c(C)nn(Cc4ccccc4Cl)c3s2)n1	-9.9	8.1	-4.2	-1.6	-179.9	-1.8	-25.4	0.4
CN(C)C(CNC(=O)c1cccs1)c1ccco1 (stereo unspecified)	-3.4	-7.2	1.3	4.0	-10.4	-7.9	-9.4	3.8
Cc1ccc(-n2nnnc2SCC(=O)c2ccc3c(c2)NC(=O)CO3)c(C)c1	1.8	3.9	-0.6	5.7	11.9	-4.8	-8.0	0.1
Cc1ccc(Cl)c(NC(=O)CSc2cccc[n+]2[O-])c1Cl	3.0	-6.9	7.5	6.2	-9.6	-0.1	12.2	0.3
COc1cc(C(=O)N2CCN(C)C(C)C2)ccc1OC1CCN(C(C)=O)CC1 (stereo unspecified)	-1.1	-1.2	7.0	5.1	5.9	-0.3	-4.9	2.8
COc1cccc(CN2CCNC(=O)C2CC(=O)N2CCCCO2)c1OC (stereo unspecified)	-7.1	-1.1	-8.0	-9.0	-28.6	-5.2	-0.6	-23.2
CSC1=C(C#N)C(c2ccccc2Cl)C(C(=O)c2cccs2)C(O)(C(F)(F)F)N1 (stereo unspecified)	1.4	8.8	-7.9	-9.8	10.2	-9.0	-12.6	6.3
C=CCn1c(SCC(=O)Nc2ccccc2F)nc2ccccc2c1=O	0.3	-4.3	6.6	-2.6	4.2	-3.8	14.8	1.5
COc1ccc(C)cc1S(=O)(=O)Nc1ccc(F)c(Cl)c1	-3.1	10.5	-10.5	-6.8	-3.5	-4.9	-8.2	5.4
CNC(=S)Nc1cccc(C(C)=O)c1	3.1	-12.8	0.4	9.2	34.3	-4.2	-8.7	1.0
C/C(N)=C(/C#N)C(=O)CSc1nc2ccccc2c(=O)n1Cc1ccc(F)cc1	0.1	-9.6	2.7	3.3	10.9	14.9	-10.1	34.5
CCc1nnc(NC(=O)Cc2sc(C)nc2-c2ccc(C)cc2)s1	2.5	2.0	-8.7	-1.6	11.0	-2.9	-16.8	-11.5
Cc1cccc(N2CCN(C(=O)CC(NC(=O)c3ccccc3Cl)c3ccccc3)CC2)c1C (stereo unspecified)	1.3	5.1	-3.0	-2.1	4.5	-6.3	-5.5	-4.3
COc1ccc(S(=O)(=O)N(CCCN2CCOCC2)Cc2ccc(OC)c(OC)c2)cc1	-0.7	-2.3	0.3	-5.2	12.5	0.5	0.8	0.0
CC(C)c1ccc(C(O)P(=O)(OC2CCCCC2)OC2CCCCC2)cc1 (stereo unspecified)	2.0	28.1	-0.9	-5.6	25.2	-4.3	4.0	-3.4
O=C(O)CCc1nc(-c2ccccc2)no1	-1.2	6.2	-12.0	-8.5	3.3	-4.7	-10.2	1.9
COc1ccccc1/C=C/C=N/N1CCN(Cc2ccccc2)CC1	3.2	17.9	-4.6	-4.0	6.0	-0.3	-15.4	5.2
Cc1cc(N2CCN(C3CCCCC3)CC2)n2nc(C)nc2n1	-0.8	-6.5	0.6	-0.7	5.6	-3.6	3.3	-0.1
O=C(CS(=O)(=O)c1cn(Cc2cccc(F)c2)c2ccccc12)N1CCCCC1	0.5	18.4	-2.1	12.3	16.0	-2.5	5.1	-2.3
N/C(=N\N=C\c1ccc2c(c1)OCO2)c1nonc1N	-0.8	6.1	94.7*	98.2*	15.8	-2.1	94.9*	-6.6
CCc1ccc2[nH]c(=O)c(CN(Cc3ccccc3OC)Cc3nnnn3Cc3ccco3)cc2c1	-10.4	32.5	1.6	-4.2	-225.7	-4.8	-0.8	-7.1
CC1Oc2ccccc2N(CC(=O)c2ccc(F)cc2)C1=O (stereo unspecified)	1.3	1.3	-3.8	-7.2	6.0	-8.8	5.0	3.1
CCOc1ccc(NC(=O)CSc2nnc(CCNC(=O)c3ccc(OC)cc3)n2CC)cc1	1.6	-5.0	6.6	1.0	10.4	-3.5	-3.0	6.2
COc1ccccc1NC(=O)CC(=O)Nc1ccccc1OC	-1.4	0.1	4.6	4.9	11.7	-9.0	5.3	19.1
O=C(CN1C(=O)NC2(CCCCCCC2)C1=O)Nc1ccc(Br)cc1	0.4	7.8	-3.6	3.9	10.5	-3.5	-18.7	3.2
CCO/C(C)=C1\N=C(c2ccc(Cl)cc2)OC1=O	-0.7	11.5	-4.7	-9.2	15.6	-5.2	-10.2	0.0
CC(NS(=O)(=O)/C=C/c1ccccc1)c1ccccc1 (stereo unspecified)	-1.3	10.9	9.0	-1.6	5.2	-1.7	-37.9	0.9
Cc1ccc(NC(=O)Nc2ccccc2CC[N+](=O)[O-])cc1	-0.3	4.4	4.6	5.7	5.0	-6.4	1.7	3.8
CCOc1ccc(CCNC(=O)c2nnn(CC(=O)Nc3c(C)cc(C)cc3C)c2N)cc1OCC	-0.4	-0.7	0.8	7.9	10.9	-0.2	2.9	-5.0
CC(C)(C)C(=O)COC(=O)CCc1nc2ccccc2[nH]c1=O	1.2	6.4	-8.8	-4.9	-136.1	-5.7	-12.3	28.5
Cc1cccc(NC2=C(Cl)C(=O)OC2OC(=O)c2ccco2)c1 (stereo unspecified)	1.5	9.6	-6.7	-9.4	2.8	-5.8	-7.2	2.5
FC(F)(F)c1n[nH]c(=S)n1/N=C/c1ccco1	1.3	-4.8	-0.6	-2.3	2.3	4.8	-16.3	-2.3
O=C(COC(=O)c1cc(Cl)ccc1[N+](=O)[O-])NCc1ccc(Cl)cc1Cl	2.0	8.8	-2.9	11.1	-66.8	-3.8	-6.4	10.5
CC(=O)N1CCc2cc(C(=O)CN3CCN(c4ccccn4)CC3)ccc21	-5.2	-6.7	-6.4	7.6	-19.8	11.7	-18.4	-15.1
CCC1CCCCN1C(=O)CSc1nnc(-c2ccco2)o1 (stereo unspecified)	-0.5	-12.4	-4.5	10.4	36.4	-7.0	-11.8	-1.3
CCC(=O)c1cc2c(cc1NC(=O)c1ccccc1)OCCO2	2.1	3.4	-0.1	-0.8	-301.9	-2.2	-18.9	10.1
COc1ccc(S(N)(=O)=O)cc1C(=O)NCC1(N2CCCCC2)CCCCC1	-2.3	0.8	-3.0	4.1	3.3	-5.7	-1.7	7.8
O=C1CC(c2ccccc2)n2nc(NC(=O)c3cccs3)nc2N1 (stereo unspecified)	1.0	-6.1	0.7	8.1	10.6	3.2	-8.1	2.8
Cc1noc(/C=C/c2ccccn2)c1[N+](=O)[O-]	-1.1	-2.7	-3.7	-1.7	-0.2	-0.9	10.4	9.0
O=Nc1c(-c2cccc([N+](=O)[O-])c2)nc2ncccn12	-1.1	-1.6	-4.7	8.3	4.9	1.7	-4.3	-28.8
COc1ccc2c(-c3ccc(OCCN4CCOCC4)cc3)c(-c3ccccc3OC)sc2c1	0.9	29.0	nt	-13.4	-232.6	-1.8	nt	nt
COc1ccc(S(=O)(=O)NC2CCCCC2)cc1C	-2.3	1.4	1.3	-2.1	2.0	-1.2	0.6	1.4
CCOc1cccc(CNCc2cccnc2)c1OCc1ccccc1	3.5	-5.7	5.9	4.9	20.5	-2.8	24.1	-0.9
Cc1cc(C)cc(NC(=O)N2CCCN(Cc3c(F)cccc3Cl)CC2)c1	1.8	6.2	-9.9	-5.5	4.6	-2.3	-5.0	0.5
O=C1C2CC=CCC2C(=O)N1c1n[nH]c(-c2ccccc2)n1 (stereo unspecified)	2.4	3.8	1.3	0.6	16.3	-0.9	-18.6	12.4
COc1ccc(CN2C(=O)c3cccnc3C2Nc2cc(Cl)ccc2OC)cc1 (stereo unspecified)	-2.8	-9.9	6.9	0.8	5.4	-0.8	16.0	25.2
O=C(C1CCC(CNc2c(N3CCCCC3)c(=O)c2=O)CC1)N1CCCCC1 (stereo unspecified)	1.7	3.8	2.3	-3.8	15.0	-7.1	-16.7	-8.1
